D1 agonist: agonists of human D1 dopamine receptor; P21728; HEK293 T-REx D1 cells, calcium flux, agonist mode; activation, % at 2 µM; 1% of 360,000 active; in the data active = activation above about 30%; also: 0% is about no effect
Target sequence (P21728 whole entry, looked up): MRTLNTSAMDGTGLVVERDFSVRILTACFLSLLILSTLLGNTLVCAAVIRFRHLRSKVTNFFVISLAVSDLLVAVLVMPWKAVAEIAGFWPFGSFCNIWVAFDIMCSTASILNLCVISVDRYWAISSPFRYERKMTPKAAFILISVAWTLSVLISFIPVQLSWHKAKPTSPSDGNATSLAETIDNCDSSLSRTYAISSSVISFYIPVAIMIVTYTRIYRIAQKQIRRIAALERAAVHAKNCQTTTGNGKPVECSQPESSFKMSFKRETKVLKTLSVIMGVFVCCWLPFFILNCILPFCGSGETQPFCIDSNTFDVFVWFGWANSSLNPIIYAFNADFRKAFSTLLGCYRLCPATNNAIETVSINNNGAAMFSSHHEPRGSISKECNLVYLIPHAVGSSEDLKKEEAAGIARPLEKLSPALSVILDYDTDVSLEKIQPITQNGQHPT
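Agonism was scored from calcium flux recorded over 180 s (1 read/s) after pintool compound addition, following a 10-cycle baseline. Cells were inducible force-coupled HEK293 TREx D1, plated overnight at 30 C and loaded with no-wash calcium dye.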
RXFP1 agonist: RXFP1 (human) receptor agonism; HEK293T-RXFP1 cAMP TR-FRET, 30 min; response scale: percent of porcine relaxin response, buffer zero; Potency, µM (titrated, usually from 57.5 µM), without a hit: at the top dose activation, actives largely listed as activators; 0.3% of 370,000 active; AID 2676; active = well fitted activation curve with a large enough effect; inconclusive = small, poorly fitted or top-dose-only effect; also: potency is read from the fitted curve at half-maximal effect; % is scaled to controls: 0 for no effect and ±100 for the full control effect; nearly all actives have a fitted effect of over 60% in size; many of its hits are not listed in these tables
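HEK293 cells stably expressing RXFP1, treated 30 min at 37C with compounds plus PDE4 inhibitor Ro 20174; cAMP measured by HTRF TR-FRET. Normalized to buffer and 29 nM porcine relaxin; EC50 by Hill fit.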
D2 ag: D2 dopamine receptor (human) agonism. P14416. activation, % at 2 µM. 0.53% of 340,000 active. HEK293 T-REx D2 cells, calcium flux agonist mode;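 active = activation over 3 SD above normal in the single-dose calcium agonist read, cut at about 30% in these data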; also: 0% is about no effect
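Tetracycline-induced HEK293 T-REx cells with force-coupled D2 receptor, plated overnight at 30 C, loaded with no-wash calcium dye. After a 10 s baseline, compound was pin-added and calcium flux read kinetically for 180 s; calcium rises flagged agonists.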
D1 antagonist: antagonists of human D1 dopamine receptor. P21728. HEK293 TREx D1 cells, calcium flux, dopamine EC80; stronger effect = lower value. activity change, negative = inhibition, % at 10 µM. 3.2% of 360,000 active. AID 504652; in the data active = activity change below about -30%; also: % is scaled to controls: 0 for no effect and ±100 for the full control effect
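Compound effects on dopamine-evoked calcium signalling were measured in tetracycline-induced HEK293 Trex D1 cells. Dopamine at EC80 followed a 180 s compound pre-read, and fluorescence was tracked kinetically for 180 s more.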
RXFP1 antagonist: RXFP1 (human) relaxin receptor antagonism | Q9HBX9 | HEK293-RXFP1, relaxin-stimulated cAMP HTRF, 30 min; stronger effect = lower value | activity change, negative = inhibition, % at 57.5 µM | 0.59% of 350,000 active | AID 1259400;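 active = activity change of -60% or lower, but not beyond a set lower limit; inconclusive = change between -60% and -40%, or beyond the set limit; inactive = change above -40%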; also: % is scaled to controls: 0 for no effect and ±100 for the full control effect
D2 PAM: D2 dopamine receptor (human) potentiation. P14416. potentiation, % at 10 µM. HEK293 T-REx D2, calcium flux, EC20 dopamine potentiation. 0.34% of 340,000 active;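 active = potentiation over 3 SD above the plate norm, cut at about 30% in these data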; also: 0% is about no effect
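Tetracycline-induced HEK293 T-REx cells force-coupled to calcium signalling expressed D2; compounds were pin-added after a 10 s baseline, read kinetically 180 s, then an EC20 dopamine challenge followed with a further 180 s calcium read.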
D2 antagonist: D2 dopamine receptor (human) antagonism. HEK293 TREx D2 cells, calcium flux, dopamine EC80. inhibition, % at 10 µM. 2% of 340,000 active; in the data active = inhibition above about 30%; also: 0% is about no effect
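In this primary screen, negative modulation is detected by tracking calcium flux after an EC80 dopamine challenge in inducible HEK293 T-REx D2 cells preexposed to test compound for 180 s.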
D1 potentiator: enhances dopamine response at the human D1 receptor | P21728 | HEK293 TREx D1 cells, calcium flux, dopamine EC20 potentiation | 0.036% of 360,000 active | potentiation, % at 10 µM | AID 504651; in the data active = potentiation above about 30%; also: 0% is about no effect
TRHR enhancer: allosterically enhances the human TRH receptor | P34981 | TRHR cells, fluo-8 calcium fluorescence, EC20 TRH enhancement | enhancement, % at 2 µM | 0.66% of 360,000 active | AID 493056; in the data active = enhancement above about 30%; also: 0% is about no effect
Target sequence (P34981 whole entry, looked up): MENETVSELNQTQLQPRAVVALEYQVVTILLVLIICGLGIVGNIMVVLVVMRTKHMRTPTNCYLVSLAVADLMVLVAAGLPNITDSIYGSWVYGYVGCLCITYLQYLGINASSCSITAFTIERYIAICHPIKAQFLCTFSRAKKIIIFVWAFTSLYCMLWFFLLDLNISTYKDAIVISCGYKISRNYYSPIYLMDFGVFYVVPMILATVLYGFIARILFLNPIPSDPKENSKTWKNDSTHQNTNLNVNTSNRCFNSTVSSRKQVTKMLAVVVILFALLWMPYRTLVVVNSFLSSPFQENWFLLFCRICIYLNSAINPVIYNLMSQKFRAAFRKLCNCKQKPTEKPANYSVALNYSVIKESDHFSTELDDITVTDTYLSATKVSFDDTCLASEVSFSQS
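Enhancer read-out: after compound pinning and an initial kinetic agonist-mode read, an EC20 of TRH (10 nM final) was injected and fluo-8 calcium signal (Ex 480/Em 530) followed at 1 s/cycle for 100 cycles in TRHR-expressing cells.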
Numbers without * were called inactive; u = inconclusive; x = no result given.

Codes: A = D1 agonist; B = RXFP1 agonist; C = D2 ag; D = D1 antagonist; E = RXFP1 antagonist; F = D2 PAM; G = D2 antagonist; H = D1 potentiator; I = TRHR enhancer
1	COc1ccc(NC(=O)CN2C(=O)COc3ccc(S(=O)(=O)N4CCCCC4)cc32)cc1Cl
  A = 1.7	B = -0.9%	C = 0.1	D = -5.7	E = -19.2	F = 0.6	G = x	H = -3.4	I = 4.0

2	CN(CC(=O)Nc1ccc(Cl)c(C(F)(F)F)c1)C(=O)C1CSC2(C)CCC(=O)N12 (stereo not given)
  A = 2.5	B = 0.8%	C = 0.7	D = -1.3	E = -3.9	F = -7.3	G = -13.0	H = -2.0	I = -1.2

3	COc1cc([C@@H]2[C@H]3CNCC=C3C(C#N)=C(N)C2(C#N)C#N)ccc1OC(C)C
  A = 3.1	B = 0.3%	C = 0.1	D = -11.8	E = -14.4	F = -1.6	G = -15.1	H = -1.9	I = -2.3

4	O=C(NNC(=O)c1cc(Cl)ccc1[N+](=O)[O-])c1csc(N2CCOCC2)n1
  A = -1.6	B = -1.1%	C = 0.3	D = -13.0	E = 18.4	F = -2.3	G = -8.4	H = -5.3	I = -4.4

5	Cc1ccc(NC2=C(Cl)C(=O)OC2OC(C)C)c(C)c1 (stereo not given)
  A = 2.5	B = 0.3%	C = 1.1	D = -4.5	E = x	F = 1.2	G = -16.9	H = -2.8	I = 6.2

6	COc1ccc(/C=C(\NC(=O)c2ccco2)C(=O)N2CCCCC2)cc1
  A = 2.0	B = 2.3%	C = 0.2	D = -7.4	E = 0.9	F = -4.2	G = -5.6	H = -3.0	I = -0.6

7	N#C/C(=C\C=C\c1ccccc1)C(=O)N1CCCC1
  A = 2.0	B = 0.0%	C = -2.5	D = -13.2	E = -12.5	F = 17.6	G = -18.2	H = -14.7	I = -3.9

8	CCOc1ccc(-n2c(=O)c3sccc3n(CC(=O)NCCc3ccc(OC)c(OC)c3)c2=O)cc1
  A = -1.1	B = 0.1%	C = 0.1	D = -28.6	E = 4.2	F = x	G = -26.3	H = -2.1	I = 4.0

9	CCOC(=O)CC1(NC(=O)c2cc(COc3ccc(F)c(F)c3)on2)CCCCC1
  A = 31.2*	B = 0.5%	C = 1.3	D = 31.7	E = -31.4	F = 2.7	G = -6.7	H = -1.9	I = 0.9

10	CCn1c(=O)c2ccccc2n(CC(=O)NCCC2=CCCCC2)c1=O
  A = 2.0	B = 3.6%	C = -1.7	D = 0.8	E = 2.0	F = -5.5	G = 2.9	H = -8.3	I = 1.2

D1 agonist: what is marked active above
item	compound	D1 agonist	D1 antagonist	RXFP1 antagonist	D2 PAM	D2 antagonist	D1 potentiator	TRHR enhancer
9	CCOC(=O)CC1(NC(=O)c2cc(COc3ccc(F)c(F)c3)on2)CCCCC1	31.2*	31.7	-31.4	2.7	-6.7	-1.9	0.9

Next part:
Codes: A = D1 agonist; B = RXFP1 agonist; C = D2 ag; D = D1 antagonist; E = RXFP1 antagonist; F = D2 PAM; G = D2 antagonist; H = D1 potentiator; I = TRHR enhancer
11	c1ccc2c(c1)[nH]c1ccncc12
  A = 1.7	B = -0.3%	C = 0.2	D = -5.3	E = x	F = 1.0	G = -15.7	H = 2.0	I = -3.1

12	N[C@@H](Cc1ccccc1)C(=O)N1CCC(C(=O)N[C@@H](Cc2c[nH]c3ccccc23)C(=O)O)CC1
  A = -0.2	B = -3.5%	C = -0.4	D = -0.7	E = 25.9	F = 22.7	G = 17.1	H = -5.0	I = 14.7

13	O=C(COC(=O)c1ccc([N+](=O)[O-])s1)NC(c1ccccc1)c1ccccc1
  A = 0.6	B = 0.1%	C = 0.8	D = -26.3	E = -8.8	F = 0.4	G = -4.2	H = -2.5	I = -2.7

14	Cc1ccnc(NC(=O)c2cccc(OC(F)F)c2)n1
  A = 2.6	B = 16.2%	C = 0.7	D = 4.4	E = -2.1	F = -4.8	G = -14.2	H = x	I = 10.9

15	Cc1oc2c(c1C(=O)NCc1cccc(Br)c1)C1=NCCN1C=N2
  A = -1.3	B = 3.6%	C = -0.4	D = 38.3	E = -8.8	F = 7.6	G = x	H = -5.7	I = -3.4

16	Cc1cccc(Sc2c(C=O)c3ccccc3n2C)c1
  A = 5.6	B = 19.2%	C = -0.2	D = -4.2	E = 11.1	F = 3.1	G = -0.8	H = -4.7	I = -5.9

17	COc1ccc(-n2c(SCC(=O)N3CCOCC3)nc3ccccc3c2=O)cc1
  A = 2.3	B = 24.1%	C = 0.9	D = -1.9	E = -2.9	F = 10.5	G = -4.0	H = -2.1	I = 8.5

18	NS(=O)(=O)c1cc(C(=O)O)cc(N2CCCC2)c1Oc1ccccc1
  A = -0.5	B = 1.3%	C = -0.9	D = 27.4	E = 6.9	F = -5.2	G = -3.4	H = 0.8	I = 11.1

19	O=C(Cn1cnc2c(nnn2Cc2ccccc2)c1=O)c1ccccc1
  A = 1.5	B = 0.1%	C = -0.6	D = -13.0	E = -15.7	F = -4.2	G = 0.7	H = -6.2	I = 0.6

20	Cc1csc2nc(COC(=O)COc3ccccc3F)cc(=O)n12
  A = 5.0	B = 13.7%	C = -0.1	D = -46.4*	E = x	F = -7.6	G = x	H = -4.0	I = 3.1

21	COc1ccc(NC(=S)N2CCC(N(C)CCN3CCOCC3)CC2)cc1
  A = 3.9	B = 6.9%	C = 1.6	D = 3.6	E = 6.4	F = 0.2	G = -0.1	H = -1.9	I = 8.2

22	Cc1ccc2nc(-c3c[nH]c4ccccc34)c(Nc3ccccc3)n2c1
  A = -0.1	B = 17.1%	C = 0.6	D = -19.0	E = -8.7	F = -5.4	G = x	H = -1.9	I = -5.4

23	CC1CCCCC12NC(=S)N(c1ccccc1)N2 (stereo not given)
  A = 1.1	B = 0.2%	C = -0.4	D = 2.2	E = -22.2	F = 6.7	G = 4.1	H = 7.1	I = 15.4

24	COc1ccc(C(=O)N(C)Cc2ccccc2)cc1Br
  A = 0.2	B = 1.6%	C = 0.6	D = 2.8	E = x	F = -5.3	G = 8.0	H = -6.4	I = 8.2

25	CCOc1ccc(C(=O)NCC(=O)Nc2ncccc2C)cc1OCC
  A = -2.4	B = -0.1%	C = 2.1	D = -1.1	E = -9.0	F = -2.8	G = -1.6	H = -5.8	I = 10.6

26	Cc1cc(C)cc(NC(=O)Cn2c(=O)n(CCC(C)C)c(=O)c3cccnc32)c1
  A = 0.1	B = u	C = -0.4	D = -13.0	E = x	F = -20.8	G = x	H = -0.8	I = -20.0

27	CC(=O)N1N=C(c2ccco2)CC1c1ccco1 (stereo not given)
  A = 1.2	B = -0.9%	C = 0.7	D = 19.2	E = -30.5	F = -6.6	G = 9.1	H = -5.6	I = -7.5

28	O=S(=O)(c1ccc(F)cc1)c1nc(-c2ccco2)oc1Nc1ccccc1
  A = 0.6	B = 0.8%	C = x	D = -5.7	E = 15.5	F = x	G = x	H = -5.5	I = -0.4

Part of the list above, in markdown.
| nr | smiles | D1 agonist | RXFP1 agonist | D2 ag | D1 antagonist | RXFP1 antagonist | D2 PAM | D2 antagonist | D1 potentiator | TRHR enhancer |
| --- | --- | --- | --- | --- | --- | --- | --- | --- | --- | --- |
| 21 | COc1ccc(NC(=S)N2CCC(N(C)CCN3CCOCC3)CC2)cc1 | 3.9 | 6.9% | 1.6 | 3.6 | 6.4 | 0.2 | -0.1 | -1.9 | 8.2 |
| 22 | Cc1ccc2nc(-c3c[nH]c4ccccc34)c(Nc3ccccc3)n2c1 | -0.1 | 17.1% | 0.6 | -19.0 | -8.7 | -5.4 | x | -1.9 | -5.4 |
| 23 | CC1CCCCC12NC(=S)N(c1ccccc1)N2 (stereo not given) | 1.1 | 0.2% | -0.4 | 2.2 | -22.2 | 6.7 | 4.1 | 7.1 | 15.4 |
| 24 | COc1ccc(C(=O)N(C)Cc2ccccc2)cc1Br | 0.2 | 1.6% | 0.6 | 2.8 | x | -5.3 | 8.0 | -6.4 | 8.2 |
| 25 | CCOc1ccc(C(=O)NCC(=O)Nc2ncccc2C)cc1OCC | -2.4 | -0.1% | 2.1 | -1.1 | -9.0 | -2.8 | -1.6 | -5.8 | 10.6 |
| 26 | Cc1cc(C)cc(NC(=O)Cn2c(=O)n(CCC(C)C)c(=O)c3cccnc32)c1 | 0.1 | u | -0.4 | -13.0 | x | -20.8 | x | -0.8 | -20.0 |
| 27 | CC(=O)N1N=C(c2ccco2)CC1c1ccco1 (stereo not given) | 1.2 | -0.9% | 0.7 | 19.2 | -30.5 | -6.6 | 9.1 | -5.6 | -7.5 |
| 28 | O=S(=O)(c1ccc(F)cc1)c1nc(-c2ccco2)oc1Nc1ccccc1 | 0.6 | 0.8% | x | -5.7 | 15.5 | x | x | -5.5 | -0.4 |

Screens from PubChem BioAssay.

The list is partial; count on the stated rates, not on these rows.
